Yfh1-off respiration = mitochondrial function rescue without frataxin homolog – Friedreich's ataxia, plus single-dose screen, dose response (AID 1465) | S. cerevisiae Yfh1-off respiration, WST-1 reduction, 72 h; higher fold induction means a stronger effect | one-dose fold induction at 50 µM; EC50 in µM for titrated hits | 220,000 compounds, 0.074% hits;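 active = fold induction of absorbance versus untreated yeast above a set limit, then at least 30% activation at any dose in follow-up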;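 also: activators that raise dye reduction in frataxin-depleted yeast; strong numbers were not always called active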
WT yeast gro inh = growth inhibition of WT yeast, mitochondrial fusion screen; mitochondrial fusion phenotypic screen, WT strain; inhibition, % at 10 µM; 190,000 compounds, 2.1% hits; AID 1362; in the data active = inhibition above about 58%; tested in S. cerevisiae
LYP inhibition = PTPN22 lymphoid phosphatase activity blockers – biochemical, fluorescence intensity, uHTS (AID 1779); recombinant LYP phosphatase, fluorescence intensity; higher % means a stronger effect; inhibition, % at 11.5 µM; hits with a dose series show IC50 in µM; 290,000 compounds, 0.054% hits;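 also: plate controls were vehicle with enzyme for no effect and no enzyme for full effect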
M17LAP inhibition = P. falciparum M17LAP inhibitors, primary screen, biochemical, fluorogenic H-Leu-NHMec substrate, 1536-well (AID 1619); recombinant M17LAP, H-Leu-NHMec fluorogenic kinetic assay; higher % means a stronger effect; one-dose inhibition, % at 30 µM; IC50 in µM for titrated hits; 220,000 compounds, 0.38% hits;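 active = compound inhibiting the enzyme by more than half at any dose during confirmatory dose-response retesting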;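 also: plate controls were full reaction with DMSO carrier for no effect and no enzyme background for full effect; strong numbers were not always called active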
PMI inhibitors = inhibitors of human PMI, primary screen, biochemical, fluorescence intensity, coupled assay (AID 1209); purified PMI enzyme, coupled fluorescence intensity; higher % means a stronger effect; one-dose inhibition, % at 20 µM; IC50 in µM for titrated hits; 190,000 compounds, 0.42% hits;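 also: plate controls were DMSO vehicle for no effect and wells lacking substrate for full effect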
XIAP antagonists = small molecules displacing peptide from XIAP – biochemical, IAP family, fluorescence polarization (AID 1018) | XIAP BIR domain, fluorescence polarization peptide displacement; higher % means a stronger effect | one-dose displacement, % at 20 µM; IC50 in µM for titrated hits | 200,000 compounds, 0.007% hits; in the data active = displacement above about 50%; also: a part of the inactive calls stands beside numbers as strong as those of hits
M1AAP inhibition = malaria alanyl aminopeptidase activity blockers – biochemical, fluorogenic H-Leu-NHMec substrate, 1536-well (AID 1445); recombinant M1AAP, H-Leu-NHMec fluorogenic kinetic assay; higher % means a stronger effect; inhibition, % at 30 µM; hits with a dose series show IC50 in µM; 220,000 compounds, 0.42% hits;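 active = primary inhibition above the hit cutoff, then over 50% inhibition at one or more dose response concentrations, cut at about 23% in these data, passing the limit was not always enough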;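 also: plate controls were DMSO full reaction for no effect and no enzyme background for full effect; strong numbers were not always called active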
TNAP activators = stimulation of alkaline phosphatase TNAP activity – biochemical, luminescent, no phosphate acceptor, uHTS, primary screen (AID 1001); purified TNAP, luminescent activation assay, no phosphate acceptor; higher activation fold means a stronger effect; 200,000 compounds, 0.03% hits; activation fold at 20 µM, or EC50 in µM where a hit was titrated; in the data active = activation fold from about 3, or a potency from the dose series; inactive = the rest, 99 in 100 with activation fold below about 1.6; also: many of its hits are not listed in these tables
human PMI inhibitors = human PMI inhibitors, high substrate, primary screen, biochemical, fluorescence intensity, high mannose 6-phosphate (AID 1220); inhibition, % at 20 µM; hits with a dose series show IC50 in µM; 190,000 compounds, 0.66% hits; recombinant PMI enzyme, coupled fluorescence intensity; higher % means a stronger effect
WT yeast gro inh mutant strain = further read-out of WT yeast gro inh, marked with its call; inhibition, %; mitochondrial fusion phenotypic screen, mutant strain inhibition
Starred values were filed as active, the others as inactive; i = inactive; . = no result given. Rule as the data show it, unless noted: active = inhibition above about 50%; inactive = the rest.

SMILES	Yfh1-off respiration	WT yeast gro inh	WT yeast gro inh mutant strain	LYP inhibition	M17LAP inhibition	PMI inhibitors	XIAP antagonists	M1AAP inhibition	TNAP activators	human PMI inhibitors
Fc1ccc(-c2nnc(SCc3ncc(-c4ccccc4)o3)n2CC2CCCO2)cc1 (stereo not given)	i	1	0	-7%	8%	-3%	-3.6%	0%	1.2	-5%
Cc1cc(NC(=O)CSc2nnc(C(C)N(C)C)n2Cc2ccccc2)no1 (stereo not given)	i	4	9	-12%	-7%	3%	-4.9%	1%	1	2%
CCCN1C(=O)C(NC(C)=O)c2cc(OC)ccc21 (stereo not given)	i	-14	-27	0%	-3%	-15%	-2.0%	-2%	1	-9%
COc1ccc(-c2csc(N3CCC(c4ccccc4)C3)n2)cc1 (stereo not given)	i	17	18	-8%	0%	3%	-7.4%	-6%	1	3%
Cc1cccc2cc(COC(=O)C3CCCO3)c(=O)[nH]c12 (stereo not given)	i	-14	-24	3%	16%	-6%	-6.7%	9%	1.1	-2%
CC(=O)Nc1cc(-c2ccc(F)cc2)[nH]n1	i	0	-7	-1%	-6%	0%	-13%	-15%	0.1	5%
CN1C(N)=NC(=O)/C1=C/c1ccc(F)cc1	i	.	.	-7%	7%	.	.	-6%	.	.
COc1ccc(NC(=O)CN(c2cc(C)cc(C)c2)S(=O)(=O)c2c(C)n[nH]c2C)cc1	i	9	5	-4%	7%	6%	1.1%	7%	1.2	-2%
O=C(NCCC1=CCCCC1)c1ccc(CN2CCOCC2)cc1	.	-1	13	-2%	5%	-14%	-11%	11%	1	-21%
COc1ccc(-c2[nH]ncc2CNC(C)CCn2cccn2)cc1F (stereo not given)	i	-11	3	-6%	-2%	-1%	-2.7%	3%	0.9	-5%
CCc1cccc(CC)c1N(COC)C(=O)Cn1c(C(C)O)nc2ccccc21 (stereo not given)	i	10	-9	5%	1%	-8%	-1.2%	8%	1	-12%
CCSc1nnc(Cc2cc(=O)[nH]c(=O)[nH]2)n1-c1ccc(Cl)cc1	i	3	-7	-6%	8%	.	.	1%	.	.
O=C(O)C1=C[C@@H](c2ccccc2)C[C@@H](OCc2ccc(CO)cc2)O1	i	1	-2	-7%	9%	-18%	-10%	13%	1	-9%
COc1ccc(CCNc2ncnc3sccc23)cc1OC	i	-13	6	0%	16%	-6%	-3.3%	5%	1.2	-4%
CC1Cc2ccccc2N1Cc1nc2cc(C(F)(F)F)ccc2c(=O)[nH]1 (stereo not given)	i	15	6	1%	0%	8%	-6.6%	7%	1	19%
CCn1c(=O)c([N+](=O)[O-])c(N2CCSCC2)c2ccccc21	i	.	.	-5%	-6%	.	.	-2%	.	.
C=CCN=C1SC(CC)C(=O)N1S(=O)(=O)c1ccc(C)cc1 (stereo not given)	i	0	-6	-3%	-2%	-7%	-6.1%	11%	1	-9%
C=CCN1C(=O)/C(=C\c2ccc(Cl)cc2)N=C1SCC(=O)NCCC	i	-2	-1	-2%	-14%	-2%	-4.1%	6%	1.1	-7%
CC(=O)c1oc2ccccc2c1NC(=O)COC(=O)c1ccc(-n2nc(C)cc2C)cc1	.	.	.	-4%	.	10%	-3.8%	.	1.1	11%
Cn1c(=O)c2c(nc(NCCNC(=O)c3ccco3)n2Cc2ccccc2Cl)n(C)c1=O	i	-14	-27	-3%	-4%	4%	-8.9%	16%	1	0%
CS(=O)(=O)N(CC(=O)Nc1ccc2c(c1)OCO2)c1ccc(Cl)cc1	i	4	10	-7%	6%	-5%	-5.3%	-4%	1	-7%
CCc1nnc(NC(=O)C2CC(=O)N(c3ccc(C)cc3)C2)s1 (stereo not given)	i	4	7	5%	9%	-13%	-6.8%	0%	1.1	-29%
O=C(OC(C(=O)NCc1cccs1)c1ccccn1)c1cccs1 (stereo not given)	i	-8	-1	4%	1%	8%	-9.1%	5%	1.1	0%
COCCCNC(=O)CN(c1cc(C(F)(F)F)ccc1Cl)S(C)(=O)=O	i	.	.	-7%	6%	.	.	0%	.	.
Nc1c(S(=O)(=O)c2cccs2)c2nc3ccccc3nc2n1CCc1ccccc1	.	-13	-27	-14%	-26%	28%	-2.5%	19%	1.1	47%

Single values from above.
PMI inhibitors result of `CC(=O)c1oc2ccccc2c1NC(=O)COC(=O)c1ccc(-n2nc(C)cc2C)cc1` : 10%
M1AAP inhibition result of `CCc1cccc(CC)c1N(COC)C(=O)Cn1c(C(C)O)nc2ccccc21` (stereo not given) : 8%
WT yeast gro inh result of `COc1ccc(NC(=O)CN(c2cc(C)cc(C)c2)S(=O)(=O)c2c(C)n[nH]c2C)cc1` : 9

Later entries.
SMILES	Yfh1-off respiration	WT yeast gro inh	WT yeast gro inh mutant strain	LYP inhibition	M17LAP inhibition	PMI inhibitors	XIAP antagonists	M1AAP inhibition	TNAP activators	human PMI inhibitors
CCNC(=O)N1c2ccc(OC)cc2C(C)=CC1(C)C	i	9	22	-1%	-17%	-14%	1.8%	7%	1	30%
COc1ccc(/C=C(\C#N)C(=O)Nc2cccnc2)cc1	i	-3	5	1%	13%	9%	-0.5%	11%	1	-1%
COc1ccccc1NC(=O)NCc1nc(-c2ccc(C(F)(F)F)cc2)no1	i	.	.	1%	0%	.	.	3%	.	.
Cc1cc2cc(CNC(=O)c3ccc(S(=O)(=O)N4CCOCC4)cc3)ccc2[nH]1	i	17	-5	3%	14%	.	.	1%	.	.
COC(=O)[C@H](CCSC)NC(=O)Nc1ccc(OC)cc1OC	i	-2	-23	-3%	-4%	13%	-6.8%	1%	1	7%
O=C(CSc1nnc(-c2ccccc2)o1)n1c2c(c3ccccc31)CCCC2	i	-1	4	-2%	7%	0%	-4.7%	-4%	1.1	-2%
CCOC(=O)C(NC(=O)c1ccccc1)=C(C)C	i	-3	17	-6%	3%	4%	-2.8%	11%	1.1	2%
CN1CCN(NC(=S)NC2CCCC2)CC1	i	6	13	-9%	0%	8%	-8.2%	1%	1.2	7%
CC(/C=N/n1c(-c2ccco2)n[nH]c1=S)=C\c1ccco1	i	35	9	9%	36%	16%	-5.9%	19%	0.6	7%
CCOC(=O)c1ccc(NC(=O)Nc2ccc3c4c(cccc24)C(=O)N3CC)cc1	i	-13	-1	-5%	-4%	21%	-5.7%	5%	1.1	53%*
COC(=O)/C=C1\SC(=NC(=O)c2ccc(C)cc2)NC1=O	i	-6	-3	1%	10%	4%	-6.0%	14%	1	-5%
Cc1nn(CCCNC(=O)C2CCCO2)cc1Br (stereo not given)	i	.	.	-10%	-3%	10%	-5.2%	11%	1.1	10%
COc1ccc(CC(=O)Nc2nnc(C(C)C)s2)cc1OC	i	-7	6	-6%	6%	.	-4.8%	5%	1	.
CCOC(=O)Nc1nc(C)c(C(=O)N(C)C)s1	i	7	10	-11%	0%	2%	-3.7%	-1%	1.1	0%
CCN(CC(=O)NC)S(=O)(=O)c1ccc(Br)cc1	i	1	6	-4%	0%	12%	2.2%	-1%	1	10%
Cc1cc(C)cc(OCC(=O)N(Cc2ccc(N(C)C)cc2)C2CCS(=O)(=O)C2)c1 (stereo not given)	i	.	.	-7%	-6%	.	.	-1%	.	.
COc1cc2cc(C)nc(Cc3cccc4ccccc34)c2cc1OC	i	17	17	-7%	8%	11%	-3.4%	23%	1.1	4%
Cc1ccc(-c2csc(N3CCC(NS(=O)(=O)c4ccc5c(c4)OCCO5)CC3)n2)cc1	i	52	14	2%	-4%	10%	0.1%	5%	1.1	6%
COc1ccc2c(c1)C(SCC(=O)NCc1ccccc1)CC(C)(C)O2 (stereo not given)	.	-9	-11	0%	3%	-6%	-2.2%	0%	1.1	-3%
Cc1cccc(-n2nnc(C(=O)NC3CCCc4ccccc43)c2N)c1 (stereo not given)	i	51	37	-2%	4%	0%	-0.7%	-2%	0.9	4%
CCNC(=S)N1CCN(c2ccccc2OCC)CC1	i	-3	2	-5%	11%	-2%	-9.2%	13%	1	-2%
Cc1csc(NC(=O)c2cc3c(s2)CCC3)n1	i	37	36	-3%	1%	20%	-6.8%	-1%	1.1	14%
CCc1ccccc1NC(=O)c1nnn(CC(=O)Nc2ccccc2C)c1N	.	-5	-8	-3%	3%	11%	-4.6%	3%	1.1	6%
O=C(CN1CCN(Cc2ccc(Cl)cc2)C1=O)NCc1cccs1	i	6	-1	0%	-3%	0%	-4.6%	7%	1.1	2%
O=C(NCCCN1CCN(CCCNC(=O)c2ccc3c(c2)OCO3)CC1)c1ccc2c(c1)OCO2	i	2	-10	-4%	1%	8%	-13%	-2%	1.1	2%

Complete entries as entered above. Values in the order: Yfh1-off respiration	WT yeast gro inh	WT yeast gro inh mutant strain	LYP inhibition	M17LAP inhibition	PMI inhibitors	XIAP antagonists	M1AAP inhibition	TNAP activators	human PMI inhibitors
COc1ccccc1NC(=O)NCc1nc(-c2ccc(C(F)(F)F)cc2)no1 is entered as i	.	.	1%	0%	.	.	3%	.	.
COc1ccc(-c2csc(N3CCC(c4ccccc4)C3)n2)cc1 (stereo not given) is entered as i	17	18	-8%	0%	3%	-7.4%	-6%	1	3%

Additional structures
SMILES	Yfh1-off respiration	WT yeast gro inh	WT yeast gro inh mutant strain	LYP inhibition	M17LAP inhibition	PMI inhibitors	XIAP antagonists	M1AAP inhibition	TNAP activators	human PMI inhibitors
COc1ccc2c(c1)C(c1ccc([N+](=O)[O-])cc1)=NNC(c1ccco1)=N2	i	10	7	3%	7%	5%	-4.3%	6%	1	10%
CCC(=O)Nc1ccccc1Nc1cc(C#N)c(C#N)cc1[N+](=O)[O-]	i	.	.	-7%	.	6%	-7.6%	.	1	6%
COc1cc(NC(=S)NCCN2CCOCC2)cc(OC)c1OC	i	-3	4	-8%	6%	8%	-2.5%	3%	1.1	17%
O=C(N1CCN(CCO)CC1)N1c2ccccc2CCc2ccccc21	i	.	.	-7%	-2%	.	.	2%	.	.
CCOC(=O)c1cnn(-c2ccccn2)c1N	i	.	.	-8%	6%	-1%	-4.5%	18%	1.1	0%
O=C(O)CSc1nnc(CSc2nc3ccccc3s2)n1-c1ccccc1	i	-8	-6	0%	5%	-22%	2.9%	13%	1.1	-12%
Cc1ccc(S(=O)(=O)Nc2cc(C(=O)O)ccc2N2CCCCC2)cc1	i	-1	0	1%	-19%	-23%	-12%	-3%	1	-35%
COC(=O)c1c(S(N)(=O)=O)c2ccccc2n1C	i	12	-8	-10%	-10%	0%	4.6%	3%	1.2	-2%
CCOc1cc(C(=O)NCCN2C(=O)S/C(=C\c3cccnc3)C2=O)cc(OCC)c1OCC	i	-1	26	-3%	4%	8%	-7.0%	-1%	1	7%
Cc1ccc(-n2ncc3c(NCC4CCCO4)ncnc32)c(C)c1 (stereo not given)	i	2	5	-6%	-4%	9%	-1.0%	7%	1.1	3%
O=C1c2ccccc2C(=O)N1CCCCN(C(=O)c1cc([N+](=O)[O-])ccc1Cl)c1ccc(Cl)cc1	i	66*	32*	10%	2%	2%	-1.4%	-3%	1.1	-4%
COc1cccc(N(CC(=O)Nc2cccnc2)S(C)(=O)=O)c1	i	-4	-1	-4%	7%	0%	17%	18%	1	1%
CC1CC(C)CN(CCCNC(=O)Cn2ncc3c(=O)oc4ccccc4c32)C1 (stereo not given)	i	8	5	-13%	-6%	8%	-6.0%	4%	1.1	15%
CC1CCc2nn(CC(=O)N3CCN(C(=O)c4ccco4)CC3)cc2C1 (stereo not given)	i	2	5	-6%	10%	-10%	-8.8%	4%	1.1	-28%
CCCCc1nnc(NC(=O)C(C)Sc2nc(N)cc(=O)[nH]2)s1 (stereo not given)	i	22	5	-11%	8%	2%	-5.7%	-8%	1.2	0%
